Screening results deposited in PubChem by The Scripps Research Institute Molecular Screening Center.
LEDGF integ inh: blocks HIV-1 LEDGF/p75-dependent DNA integration; TR-FRET IN-LEDGF/p75 DNA integration, Eu/Cy5; inhibition, % at 3.7 µM; actives 0.64% (n = 370,000); AID 743269;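 active = inhibition above the screen-wide mean plus 3 SD, cut at about 13% in these data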;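 also: signal is the Cy5 over europium emission ratio at 671 and 618 nm; 0% = plate median of compound wells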
UHRF1 MBD2 ctr: human UHRF1 methylated DNA binding inhibitors; Q96T88; UHRF1 binding to methylated oligo, TR-FRET; inhibition, % at 4.4 µM; actives 0.75% (n = 370,000); in the data active = inhibition above about 21%;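 also: UHRF1 SRA domain binding a hemimethylated CpG hairpin DNA probe; 0% = median of test compound wells and 100% = reference inhibitor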
Tn6 DDE FP: inhibitors of Tn6 peptide binding to human fibrin DD(E); inhibition, % at 8.3 µM; Fibrin DD(E) TRITC-Tn6 fluorescence polarization displacement; P02675; actives 0.21% (n = 370,000);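 active = inhibition above a per-campaign cutoff: mean of compounds within control limits plus 3 SD, cut at about 15% in these data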;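 also: 0% = median of all compound wells on the plate and 100% = blocking peptide control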
Target sequence (P02675 whole entry, looked up): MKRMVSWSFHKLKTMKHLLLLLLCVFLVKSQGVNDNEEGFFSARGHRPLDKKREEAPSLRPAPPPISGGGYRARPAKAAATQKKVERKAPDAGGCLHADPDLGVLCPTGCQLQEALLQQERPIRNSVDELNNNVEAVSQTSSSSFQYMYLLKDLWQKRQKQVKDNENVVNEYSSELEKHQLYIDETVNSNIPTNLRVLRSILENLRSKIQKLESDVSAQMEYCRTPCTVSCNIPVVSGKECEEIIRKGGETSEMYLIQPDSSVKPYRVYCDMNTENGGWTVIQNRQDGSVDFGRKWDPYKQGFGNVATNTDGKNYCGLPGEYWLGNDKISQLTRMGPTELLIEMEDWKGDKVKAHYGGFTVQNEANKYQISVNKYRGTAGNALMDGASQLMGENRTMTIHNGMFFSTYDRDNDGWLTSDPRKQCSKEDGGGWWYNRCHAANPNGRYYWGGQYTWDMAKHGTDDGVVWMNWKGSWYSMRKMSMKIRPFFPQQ
KLK7 zymogen act: activates the human kallikrein-7 zymogen; activation, % at 7 µM; P49862; purified proKLK7, EDANS-DABCYL substrate fluorescence; 100% is mature enzyme control, 0% vehicle; actives 0.9% (n = 370,000);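 active = activation above the mean of all tested compounds plus 3 SD, computed per campaign excluding outliers beyond control limits, cut at about 13% in these data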
Target sequence (P49862 whole entry, looked up): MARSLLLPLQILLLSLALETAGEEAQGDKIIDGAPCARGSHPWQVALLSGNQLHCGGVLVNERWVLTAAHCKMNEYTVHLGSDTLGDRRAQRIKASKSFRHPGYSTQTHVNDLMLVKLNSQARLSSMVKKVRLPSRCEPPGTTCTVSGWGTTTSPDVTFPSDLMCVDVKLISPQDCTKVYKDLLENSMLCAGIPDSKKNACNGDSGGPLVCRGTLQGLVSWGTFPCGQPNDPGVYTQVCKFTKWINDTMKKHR
PRMT1 inh: inhibitors of human PRMT1; recombinant PRMT1, activity-based probe fluorescence polarization; AID 652257; Q99873; inhibition, % at 2.79 µM; actives 1.3% (n = 370,000);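 active = inhibition above about 21% made by adding two undisclosed values, limit read from the data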
Target sequence (Q99873 whole entry, looked up): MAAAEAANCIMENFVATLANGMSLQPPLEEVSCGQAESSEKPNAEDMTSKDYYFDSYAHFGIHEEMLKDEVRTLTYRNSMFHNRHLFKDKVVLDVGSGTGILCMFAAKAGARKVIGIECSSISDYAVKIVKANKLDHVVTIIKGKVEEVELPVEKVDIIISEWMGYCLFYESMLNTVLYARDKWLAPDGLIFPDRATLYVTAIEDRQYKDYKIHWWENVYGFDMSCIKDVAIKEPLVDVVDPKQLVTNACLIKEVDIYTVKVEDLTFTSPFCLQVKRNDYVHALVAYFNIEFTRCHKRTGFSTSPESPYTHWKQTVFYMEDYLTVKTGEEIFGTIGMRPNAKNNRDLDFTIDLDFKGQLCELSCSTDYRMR
MBD2 inh: MBD2-methylated oligo binding inhibition | Q9UBB5 | TR-FRET, MBD2 binding to methylated oligonucleotide | inhibition, % at 4.4 µM | actives 0.31% (n = 370,000); in the data active = inhibition above about 13%
TDP2 absorb: blocks human TDP2 phosphodiesterase activity. O95551. recombinant TDP2, T5PNP hydrolysis, p-nitrophenol absorbance 415 nm. inhibition, % at 12.8 µM. actives 0.34% (n = 370,000). AID 720702;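 active = inhibition above the mean of all tested compounds plus 3 SD, set per campaign, cut at about 25% in these data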;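 also: 0% = DMSO with enzyme and 100% = buffer with substrate but no TDP2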
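Test system: Human TDP2 enzyme | Reagent: 5 mM T5PNP | Compound dosing: 12.8 µM single point, 1% DMSO | Incubation: Enzyme reaction with compound for 2 h at 37 °C | Technique: p-Nitrophenol epi absorbance | Read-out: % inhibition relative to enzyme-containing and enzyme-free wells | Benchmarks: High control without enzyme, low control DMSO plus TDP2 | Replicates: Singlicate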
TCR-CD3 inh: human TCR-CD3 binding inhibition. TAMRA-labeled TCR probe fluorescence, biochemical. inhibition, % at 9.4 µM. actives 0.37% (n = 360,000); in the data active = inhibition above about 19%;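 also: recombinant mutant TCR 2C K166C tagged with TAMRA read by polarization; 0% = receptor in buffer alone and 100% = receptor with positive control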
Tn7 DDE FP: inhibitors of Tn7 peptide binding to human fibrin DD(E); inhibition, % at 8.3 µM; actives 0.13% (n = 370,000); FP displacement of FITC-Tn7 peptide from fibrin DD(E); 0% = median of compound wells per plate; P02675;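 active = inhibition above the mean of compounds falling within the control limits plus 3 SD of them, cut at about 14% in these data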;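 also: 0% = plate median of compound wells and 100% = 10 µM Aha-Tn7 peptide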
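System: human fibrin DD(E); quantity: Fibrin-DD(E) at 2 µM final; also added: fluorescent Tn7 probe at 0.1 µM; compound dosing: single nominal test concentration of 8.3 µM per compound; schedule: 10 min preincubation, 3 h with tracer, room temperature; detection: fluorescence polarization of the labelled Tn7 tracer; repeats: one replicate per compound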
SIAE inh: inhibitors of human sialic acid acetylesterase SIAE. AID 1053197. inhibition, % at 9.66 µM. actives 0.69% (n = 370,000). Q9HAT2. SIAE FP-Rh probe binding, fluorescence polarization;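 active = inhibition above a cutoff: mean of compounds within the control limits plus 3 SD of those, cut at about 17% in these data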;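 also: 0% = plate median of compound wells and 100% = probe without SIAE protein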
The depositor's hits bear a star; nt = not tested or not shown.

#1 COC(=O)c1ccc(C2C(C(=O)c3ccco3)=C(O)C(=O)N2CC2CCCO2)cc1 (configuration not stated)
#2 Cc1ccnc2nc(C(=O)Nc3nnc(-c4ccc(Cl)cc4)o3)nn12
#3 COc1ccc(S(=O)(=O)N(C)C)cc1NC(=O)COC(=O)C1CC1
#4 CCOCCOC(=O)c1ccc(NC(=O)C2COc3ccccc3O2)cc1 (configuration not stated)
#5 CCC(C)NS(=O)(=O)c1ccc(OCC(=O)N2CCCCC2)cc1 (configuration not stated)
#6 CN(CC(=O)NC(=O)NCc1ccco1)Cc1nc2ccccc2c(=O)[nH]1
#7 O=C(CCc1nc2ccccc2c(=O)[nH]1)N1CCN(S(=O)(=O)c2ccccc2Br)CC1
#8 CC(C)(C)OC(=O)C[C@@H]1C/C=C\C[C@H](CC(=O)NCCO)C(=O)N[C@H](Cc2ccccc2)COC1=O

Compound	1	2	3	4	5	6	7	8
LEDGF integ inh	2	2	1	1	4	2	-2	-3
UHRF1 MBD2 ctr	-2	-1	2	-2	2	5	1	0
Tn6 DDE FP	8	2	2	2	3	-7	-2	9
KLK7 zymogen act	0.1	0.1	0.2	0.0	0.5	0.3	0.6	-0.3
PRMT1 inh	3	5	-7	-2	-3	0	1	-3
MBD2 inh	-1	-1	-4	4	-2	3	6	-5
TDP2 absorb	10	-11	-9	12	-5	-3	-2	-5
TCR-CD3 inh	4	10	-6	2	5	-9	0	-1
Tn7 DDE FP	-4	-1	0	3	0	-1	2	9
SIAE inh	4	1	8	-10	8	-7	-5	6

#9 CCCCOC(=O)Nc1nc2ccccc2s1
#10 O=C(Nc1ccccc1Cl)O/N=C/c1ccc(F)cc1
#11 CC(C)CN(C(=O)CCCOc1ccc(Cl)cc1Cl)c1c(N)n(Cc2ccccc2)c(=O)[nH]c1=O
#12 COc1cccc(/C(O)=C2/C(=O)C(=O)N(c3ccccn3)C2c2ccc(OC)c(OC)c2)c1 (configuration not stated)
#13 Cc1ccnc(NC(=O)C2CCN(S(=O)(=O)c3cccc(C(F)(F)F)c3)CC2)c1
#14 Cc1ccc(-c2nnn(CC(=O)N3CCCCC3)n2)c(-n2cnnn2)c1
#15 CCCCCCn1c(SCC(=O)OC)nc2c1c(=O)[nH]c(=O)n2C
#16 CC(=O)Nc1ccc(CN2CCN(Cc3ccc(C)cc3)C(CCO)C2)cc1 (configuration not stated)

Compound	9	10	11	12	13	14	15	16
LEDGF integ inh	-2	-1	-3	-6	0	0	-3	-8
UHRF1 MBD2 ctr	1	0	1	-1	1	4	-2	2
Tn6 DDE FP	9	9	0	-6	-1	0	-2	-1
KLK7 zymogen act	-0.2	-0.3	-1.1	1.0	0.3	-0.5	0.5	0.2
PRMT1 inh	-2	4	-1	-1	0	-2	10	3
MBD2 inh	1	-1	-1	3	-3	-6	5	-2
TDP2 absorb	6	2	10	6	-13	-18	-5	-8
TCR-CD3 inh	-2	0	0	10	1	-5	10	-3
Tn7 DDE FP	0	8	0	4	-4	1	-2	4
SIAE inh	1	-10	-4	1	1	-6	1	-3

Record cards (already shown).
Cc1ccc(-c2nnn(CC(=O)N3CCCCC3)n2)c(-n2cnnn2)c1 as listed: LEDGF integ inh = 0; UHRF1 MBD2 ctr = 4; Tn6 DDE FP = 0; KLK7 zymogen act = -0.5; PRMT1 inh = -2; MBD2 inh = -6; TDP2 absorb = -18; TCR-CD3 inh = -5; Tn7 DDE FP = 1; SIAE inh = -6
CCCCOC(=O)Nc1nc2ccccc2s1 as listed: LEDGF integ inh = -2; UHRF1 MBD2 ctr = 1; Tn6 DDE FP = 9; KLK7 zymogen act = -0.2; PRMT1 inh = -2; MBD2 inh = 1; TDP2 absorb = 6; TCR-CD3 inh = -2; Tn7 DDE FP = 0; SIAE inh = 1
O=C(Nc1ccccc1Cl)O/N=C/c1ccc(F)cc1 as listed: LEDGF integ inh = -1; UHRF1 MBD2 ctr = 0; Tn6 DDE FP = 9; KLK7 zymogen act = -0.3; PRMT1 inh = 4; MBD2 inh = -1; TDP2 absorb = 2; TCR-CD3 inh = 0; Tn7 DDE FP = 8; SIAE inh = -10

Next part.
#17 CC(C)N(c1ccccc1)c1ccc(NC(=O)COC(=O)CCN2C(=O)c3cccc([N+](=O)[O-])c3C2=O)cc1
#18 CCOC(=O)C1CCCN(C/C=C/c2ccccc2)C1 (configuration not stated)
#19 CC(=O)Nc1cccc(NC(=O)Cc2ccc3ccccc3c2)c1
#20 O=C1O[C@@H](c2ccccc2)C[C@@H](O)[C@H](O)CCCc2ccccc21
#21 Cc1onc(-c2ccccc2Cl)c1C(=O)NCc1ccc(S(N)(=O)=O)cc1
#22 Cc1ccc2[nH]c(=O)c(CN(CCc3ccccc3)Cc3nnnn3CC3CCCO3)cc2c1 (configuration not stated)
#23 Cc1ccc(CNC(=O)CSc2nc3ccccc3c(=O)n2CCCO)cc1
#24 O=C(Cn1c(C2CC2)nc2ccccc2c1=O)Nc1ccc(Br)cc1

Compound	17	18	19	20	21	22	23	24
LEDGF integ inh	2	5	-1	-2	2	3	1	-2
UHRF1 MBD2 ctr	6	5	-1	0	-2	-1	0	10
Tn6 DDE FP	-3	-7	-3	3	3	-7	-3	0
KLK7 zymogen act	1.1	0.3	-0.1	-0.2	0.1	-0.4	-0.4	-0.1
PRMT1 inh	-1	8	-4	-3	-3	12	-1	2
MBD2 inh	-1	6	-5	-1	-3	0	4	4
TDP2 absorb	-8	-11	14	3	4	4	-11	5
TCR-CD3 inh	4	-5	5	4	4	-4	-3	-2
Tn7 DDE FP	-8	-9	0	4	4	-8	4	4
SIAE inh	8	-2	0	5	1	-5	6	-3

#25 COc1cc(/C=C(/C#N)c2nc3ccccc3[nH]2)ccc1OCC(=O)Nc1ccccc1C(C)C
#26 O=C(CCc1nc2ccccc2c(=O)[nH]1)Nc1cccc(S(=O)(=O)N2CCCCC2)c1
#27 CC1(C)CCC(=O)N2CC[C@H]3C[C@H](OC(=O)Nc4ccc5c(c4)OCO5)C[C@@H]1[C@H]32
#28 CN(c1ccccc1)S(=O)(=O)c1ccc(Cl)c(C(=O)OCC(=O)NCc2ccco2)c1
#29 COc1cc(C2NC(=O)NC3=C2C(=O)OC3)cc(OC)c1OC (configuration not stated)
#30 CC(C)C1=NN2C(=N)CC(=O)N=C2S1
#31 CCc1nnc(NC(=O)c2cccc(S(=O)(=O)N3CCN(c4ccccc4)CC3)c2)s1
#32 CCCNc1sc(S(=O)(=O)CCC)nc1S(=O)(=O)c1ccc(C)cc1

Compound	25	26	27	28	29	30	31	32
LEDGF integ inh	-3	3	-2	4	-5	-2	0	-8
UHRF1 MBD2 ctr	-1	-4	-2	6	1	1	2	9
Tn6 DDE FP	4	3	-7	12	1	2	-2	-3
KLK7 zymogen act	-1.7	0.3	-0.1	0.4	-0.4	2.4	-0.5	0.0
PRMT1 inh	1	-4	1	-1	4	2	-2	3
MBD2 inh	3	-6	-4	4	-3	0	-5	4
TDP2 absorb	2	5	-4	9	-9	-7	-22	-15
TCR-CD3 inh	8	8	4	6	-4	4	-3	-1
Tn7 DDE FP	3	6	-4	1	3	0	1	4
SIAE inh	-2	-4	5	-6	1	5	-20	-8

#33 C=CCN=C1SCC(=O)N1S(=O)(=O)c1ccccc1
#34 Cc1ncoc1C(=O)N1CCCC(N2CCN(c3cccc(C(F)(F)F)c3)CC2)C1 (configuration not stated)
#35 COc1ccc(-c2csc3ncnc(N4CCN(C(=O)c5ccco5)CC4)c23)cc1
#36 CC1CCN(S(=O)(=O)c2ccc3c(c2)CCN3C(=O)CCC(=O)O)CC1
#37 CC(=O)N1CCCc2cc(S(=O)(=O)NC(C(=O)NCc3ccc(C)cc3)C(C)C)ccc21 (configuration not stated)
#38 Cc1cccc(C(=O)N2CC3(C)CC2CC(C)(C)C3)c1 (configuration not stated)
#39 CCCCCCc1ccc(-c2ncc(N)cn2)cc1
#40 O=c1[nH]c(=S)[nH]c2c1C(c1ccc(F)cc1)OC(CCC(F)(F)F)C2 (configuration not stated)

Compound	33	34	35	36	37	38	39	40
LEDGF integ inh	-1	4	8	2	0	0	-4	-3
UHRF1 MBD2 ctr	1	3	-1	-3	4	-2	0	2
Tn6 DDE FP	3	2	-7	-5	4	-2	-5	-2
KLK7 zymogen act	0.3	-0.1	0.2	0.4	-0.1	-0.5	-0.1	-0.4
PRMT1 inh	-2	-1	5	3	-3	1	2	10
MBD2 inh	1	0	-2	-1	1	-5	2	8
TDP2 absorb	8	3	-4	6	-11	-2	-14	1
TCR-CD3 inh	4	-8	-1	1	-4	7	-5	-6
Tn7 DDE FP	2	1	-3	4	-4	-10	-2	-1
SIAE inh	-2	6	-10	6	0	4	-1	-6

#41 Cc1cccc(-n2c(SCC(=O)N3CCCC3)nnc2-c2ccccn2)c1C
#42 Cc1onc(-c2c(Cl)cccc2Cl)c1C(=O)Nc1ccc(N2CCOCC2)cc1
#43 COc1ccc(OC)c(S(=O)(=O)NC2CCN(Cc3ccccc3)CC2)c1
#44 Cc1c(C(=O)Nc2cccc(S(=O)(=O)N3CCCC3)c2)oc2ccccc12
#45 Cc1cc(C(=O)N(C)Cc2ccc(Br)cc2)no1
#46 CN(C)c1cccc(C(=O)N/C=C/n2cnc3cc(C(F)(F)F)ccc32)c1
#47 C=CCNC(=S)N1CCOCC1
#48 CCOc1ccc2c(c1)C(=NNC(=O)c1ccncc1)c1cc(OCC)ccc1-2

Compound	41	42	43	44	45	46	47	48
LEDGF integ inh	3	3	2	0	2	2	-2	0
UHRF1 MBD2 ctr	5	3	-1	0	14	1	0	1
Tn6 DDE FP	-3	-7	-2	-6	-1	7	8	3
KLK7 zymogen act	0.0	0.7	-0.1	-0.7	0.0	-4.2	0.4	-0.8
PRMT1 inh	4	2	0	2	-1	-2	4	-2
MBD2 inh	3	7	-1	1	3	-1	6	-3
TDP2 absorb	-3	-11	0	2	-14	-4	2	-12
TCR-CD3 inh	-6	5	3	5	-4	-1	2	2
Tn7 DDE FP	3	3	-6	8	-7	-1	7	-2
SIAE inh	1	6	3	-3	0	0	3	3

#49 CCNC(=O)C(CC(C)C)NC(=O)C(CO)NC(=O)C1CCC(=O)N1 (configuration not stated)
#50 CSc1nc2c(c(=O)[nH]1)C(c1ccc(C(F)(F)F)cc1)CC(=O)N2 (configuration not stated)
#51 CCNC(=O)CC1C(=O)N(c2ccc(F)cc2)C(=O)N1CCC(C)C (configuration not stated)
#52 COc1ccc(CN2C(=O)c3ccnn3CC2(C)c2nnnn2-c2c(C)cccc2C)cc1 (configuration not stated)
#53 C=C(C)CSc1nc2c(c(=O)[nH]c(=O)n2C)n1Cc1ccccc1

Compound	49	50	51	52	53
LEDGF integ inh	3	6	5	4	-1
UHRF1 MBD2 ctr	-1	2	-4	-2	-1
Tn6 DDE FP	-1	6	-8	-8	1
KLK7 zymogen act	0.1	0.2	0.5	0.3	-0.5
PRMT1 inh	5	-3	-1	1	-1
MBD2 inh	4	-2	-4	-6	1
TDP2 absorb	10	-1	8	1	-3
TCR-CD3 inh	-3	3	2	nt	-2
Tn7 DDE FP	-5	-2	-5	-2	2
SIAE inh	-7	1	0	-1	2
